Assay outcomes (PubChem)
FECH block = blocks human mitochondrial ferrochelatase activity. 20,000 tested, 3.3% active. purified FECH, Ni-mesoporphyrin absorbance 550 nm. P22830. calls only at 10 µM (by protocol);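 active = enzyme reaction rate more than 3 SD below the solvent-only control wells on the same plate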;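 also: lower slope than DMSO wells means FECH inhibition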
Target sequence (P22830 whole entry, looked up): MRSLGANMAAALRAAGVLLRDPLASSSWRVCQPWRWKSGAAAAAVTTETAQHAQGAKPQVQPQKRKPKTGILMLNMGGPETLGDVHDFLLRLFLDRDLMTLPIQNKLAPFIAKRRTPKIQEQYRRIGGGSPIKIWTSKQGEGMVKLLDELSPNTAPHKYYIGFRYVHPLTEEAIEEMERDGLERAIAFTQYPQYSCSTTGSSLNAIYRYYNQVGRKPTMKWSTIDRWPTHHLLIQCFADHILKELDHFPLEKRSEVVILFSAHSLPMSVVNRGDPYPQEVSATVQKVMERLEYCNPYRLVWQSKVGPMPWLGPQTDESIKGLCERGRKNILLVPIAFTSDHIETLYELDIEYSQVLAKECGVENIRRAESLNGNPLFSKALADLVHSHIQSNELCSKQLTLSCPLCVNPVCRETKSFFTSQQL
Calls only; i = inactive; + = active, no number. Not all compounds are listed; the hit share may differ from the screen's.

mol	FECH block
O=C(c1ccc2ncsc2c1)N1CCCC(O)(CO)C1 (stereo unspecified)	i
CCC(Oc1ccccc1)C(=O)Nc1cc(Cl)ccc1OCc1cc(=O)n2oc(C)cc2n1 (stereo unspecified)	i
CC(=O)Nc1ccc(C(=O)N2CCn3cncc3C2)c(C)c1	i
CCc1c(C)nc2ncnn2c1Sc1ccccc1NC(=O)c1cc(OC)cc(OC)c1	i
CCCNS(=O)(=O)c1ccc(-c2n[nH]c(CCc3ccccc3)n2)cc1	i
O=C(NCCN1CCc2ccccc21)c1onc2ccccc12	i
COc1ccc(OC)c(Nc2nc(N3CCOCC3)nc3c2cnn3-c2ccccc2)c1	i
Cc1cc(Nc2ccc(C)c(C)c2)n2nc(-c3cccnc3)nc2n1	i
CSc1nc(NCc2ccc3c(c2)OCO3)c(C#N)c(-c2ccccc2)n1	i
CC(C)CCNC(=O)C1c2c(n(C)c3ccccc23)SCC(=O)N1c1ccc2c(c1)OCCO2 (stereo unspecified)	i
O=S(=O)(c1cc(F)ccc1F)N1CCN(c2cc(-c3ccc(F)cc3)ncn2)CC1	i
CN1CCC2(CCN(C(=O)c3ccccc3-c3ncn[nH]3)CC2)C1	i
c1coc(-c2noc(CN3CCc4[nH]cnc4C34CCCCC4)n2)c1	i
Cc1cc(C)c(S(=O)(=O)NCCCn2c(C(F)(F)F)nc3cccnc32)c(C)c1	i
CCOCCC(=O)N1CCc2c(c(C(=O)O)nn2C)C1	i
Cc1cnc(C)c(N2CC[C@@H](N3CCN(CCc4ccccc4)CC3)[C@H](O)C2)n1	i
CCOc1ccc(-c2nc(SCC(=O)Nc3ccc4c(c3)OCO4)n3[nH]c(=O)cc3n2)cc1	i
CCC(C(=O)N1CC(c2ccncc2)C1)N1Cc2ccccc2C1=O (stereo unspecified)	i
Cc1cc(C(F)(F)F)n2nc(C(=O)N3CCCC(c4ccn[nH]4)C3)cc2n1 (stereo unspecified)	i
CC1CCN(C(=O)CCNC(=O)[C@@H]2C[C@@H]3C=C[C@H]2C3)CC1	i
CCOC(=O)Cn1c(=O)n(-c2ccc(C)c(C)c2)c2nc(-c3ccc(CC)cc3)nc(C(N)=O)c21	i
Cc1nc(NC2(c3cc(F)ccc3F)CC2)c2cnn(C)c2n1	i
Cc1cc(C)c(Cn2c(=O)c3cnc(-c4ccncc4)nc3n(C)c2=O)c(C)c1	i
COCC(=O)N1CCCN(C(=O)c2cc3ccc(C(C)C)cc3[nH]2)CC1	i
CC(=O)Nc1ccc(NC(=O)C2CCN(c3ncnc4c3nc3n4CCCCC3)CC2)cn1	i
CCC1CN(S(=O)(=O)c2ccc3c(c2)NC(=O)CC(=O)N3)c2cc(C)ccc2O1 (stereo unspecified)	i
CCOc1ccc(-c2cnc(-c3cnc(-c4ccccn4)nc3)[nH]2)cc1	i
O=C1c2ccccc2C(=O)N1c1nc2n(n1)C(c1ccccc1)C=C(c1ccccc1)N2 (stereo unspecified)	i
Cc1ccccc1-c1cc(N2CCN(S(=O)(=O)c3ccc(Br)cc3)CC2)ncn1	i
CC(C)CN1CC(C(=O)N2CCC(Oc3ncccn3)CC2)CC1=O (stereo unspecified)	i
Cc1nc2nc(-c3ccccc3)nn2c(Sc2ccccc2NC(=O)c2ccc(F)cc2)c1C	i
FC(F)(F)CCc1ccnc(N[C@@H]2C[C@H]2c2ccccc2)n1	i
CCOc1ccc(CNC(=O)c2ccc(Nc3cc(-c4ccccc4)ncn3)cc2)cc1OCC	i
COc1ccc(N2C(=O)CCS2(=O)=O)cc1S(=O)(=O)N(C)CCc1ccncc1	i
CCc1ccc(Cn2c(CNS(=O)(=O)c3ccc(CC(C)C)cc3)nc3cccnc32)cc1	i
Cc1nnc(SCC(=O)NC(c2ccc(Cl)cc2)c2cccnc2)s1 (stereo unspecified)	i
CCN1C(=O)c2ccccc2Sc2cc(-c3noc(CNC(=O)c4ccco4)n3)ccc21	i
COc1cc(F)c(-c2nccn2CCO)c(F)c1	i
Cc1ccccc1C1=CCN(c2ncc(NS(=O)(=O)c3ccc(F)c(F)c3)cc2C(=O)O)CC1	i
NS(=O)(=O)c1ccc(NC(=O)c2csnn2)cc1	i
CCN(CC)CCNC(=O)CC1CCN(S(=O)(=O)c2ccc(C)cc2)CC1	i
CN1CCN(C)C2(CCN(c3nccc(N4CCC(O)C4)n3)CC2)C1 (stereo unspecified)	i
Cc1nn(C)cc1-c1ccnc(N2CCCN(c3ccc(F)cc3)CC2)n1	i
CCN(Cc1ccc(C(=O)Nc2ccnn2C)cc1)Cc1noc(C)n1	i
CCOc1ccc(CNC(=O)c2nc3ccccc3n(C)c2=O)cc1OC	i
CCc1ncc(CN2CCC3(CCCN(C(=O)c4cccc(C)c4)C3)C2)cn1 (stereo unspecified)	i
CCC(CC)NC1CC(=O)N(CC)C1 (stereo unspecified)	i
COc1cccc(C2CCCN2C(=O)Nc2n[nH]c(C3CCCCC3)n2)c1 (stereo unspecified)	i
COc1cccc(-c2cc(N3CCN(C(=O)Nc4ccccc4)CC3)ncn2)c1	i
CN1C[C@@H](NC(=O)c2ccco2)C[C@H]1C(=O)N1CCc2ccccc2C1	i

Next structures:
mol	FECH block
Clc1cccc(-c2nccn2CCc2cccnc2)c1	i
Cn1ccc2c(-c3cccc(O)c3)ccnc21	i
CN(C(=O)c1ccc(CC2CCCNC2)cc1)C1Cc2ccccc2C1 (stereo unspecified)	i
CC(C)c1ccc(S(=O)(=O)NCc2nc3cccnc3n2C2CC2)cc1	i
Cc1cc(C)cc(Nc2nc(N3CCC(C)CC3)nc3c2cnn3-c2ccccc2)c1	i
Cc1ccc(Nc2cc(C)nc(Nc3ccc(NC(=O)c4cccs4)cc3)n2)cc1	i
O=C1CC(COCc2ccccc2)c2c(n[nH]c2-c2cccs2)N1 (stereo unspecified)	i
Cc1nc(N(C)C)ncc1C(=O)N1CCN(C)C2(CCN(C)CC2)C1	i
CCc1ccc(NC(=O)CN2CCCN(Cc3cccc(F)c3)S2(=O)=O)cc1	i
Cc1cnc(N2CC(N3CCCCC3)C2)nc1N(C)C	i
COc1cc(C(=O)N(Cc2nc3nc(C)cc(C)n3n2)c2cccc(C)c2)cc(OC)c1OC	i
CC(C)C(=O)Nc1cccnc1-c1ccc(C(=O)O)s1	i
CCC/C=C/c1ccc2nc[nH]c(=O)c2c1	i
COCC1(C(=O)N(C)Cc2ncc(C)c(OC)c2C)CCC1	i
Cn1c(=O)n(C)c2cc(CNC(=O)C(=O)c3ccco3)ccc21	i
COc1ccccc1C(=O)Nc1ccc(Nc2nc(C)cc(N(C)C)n2)cc1	i
Cc1ncc2c(=O)n(Cc3nc(-c4ccc(OC(C)C)cc4)oc3C)c(=O)n(C)c2n1	i
CN1CCCC2(CCN(Cc3cn(CC(=O)O)c4ccccc34)C2)C1=O (stereo unspecified)	i
COCCn1c(CNC(=O)COc2ccccc2)nc2cccnc21	i
Cc1nc(CC(=O)NCc2scnc2-c2ccccc2)cs1	i

Taken from the listing, 2 compounds:
mol	FECH block
Cc1ncc2c(=O)n(Cc3nc(-c4ccc(OC(C)C)cc4)oc3C)c(=O)n(C)c2n1	i
CN1CCCC2(CCN(Cc3cn(CC(=O)O)c4ccccc34)C2)C1=O (stereo unspecified)	i

(next part)
mol	FECH block
COc1cccc(C(=O)Nc2ccccc2Sc2cc(C)nc3nc(-c4ccccc4)nn23)c1	i
CN1CC2(CCN(Cc3ccc(C(F)(F)F)c(F)c3)C2)OC1=O (stereo unspecified)	i
CC(C)(C)c1ccc(-c2nc3nc(CN4CCCCC4)cc(=O)n3[nH]2)cc1	i
COc1ccc(N2C(=O)N(CC(=O)NC3CCCC3)c3ccccc3S2(=O)=O)cc1OC	i
Cc1ccc(Nc2cc(C)nc(Nc3ccc(NC(=O)C(C)C)cc3)n2)cc1	i
O=C(CC1CCc2ccccc21)NCCc1csc(-c2ncccn2)n1 (stereo unspecified)	i
O=S(=O)(NCCn1c(-c2ccccc2)nc2cccnc21)c1ccc2c(c1)OCCO2	i
NC(=O)c1ccc(NC(=O)CCNC2CCCc3ccccc32)cc1 (stereo unspecified)	i
CCc1ccc(C(=O)N(Cc2ccc(F)cc2)C(CC)CO)s1 (stereo unspecified)	i
CC(C)c1noc(C2CCCN2Cc2cc(C(C)(C)C)n[nH]2)n1 (stereo unspecified)	i
Cc1cc(-n2cnnc2CCNc2ccccc2)n(C)n1	i
CCn1c(=O)n(Cc2cccnc2)c(=O)c2cnc(-c3ccc(OC)cc3)nc21	i
Cc1cc(C)n2nc(CN(C(=O)C(C)C)c3ccc(Cl)cc3)nc2n1	i
CC(C)NC(=O)C1CCC(Cn2c(=O)c3sccc3n(CC(=O)N3CCCCC3C)c2=O)CC1 (stereo unspecified)	i
CCN(Cc1ccncc1)Cc1cccc(C(=O)Nc2cc(C)nn2C)c1	i
OC(Cc1ccccc1)Cn1cnc(-c2ccccc2)c1-c1ccco1 (stereo unspecified)	i
CS(=O)(=O)NC1CCN(C(=O)CCC(=O)NC2CCCC2)CC1	i
CC(=O)Nc1ccc(S(=O)(=O)N2CCN(c3nc(C)cc(N4CCCCC4)n3)CC2)cc1	+
Cc1ccc2cc(-c3noc(CCC(=O)Nc4ccc(F)cc4)n3)c(=O)[nH]c2c1	i
O=C1CC(NC(=O)CCc2cn3ccccc3n2)c2ccccc2N1 (stereo unspecified)	i

An excerpt from above in order of number of heavy atoms, rising.
mol	FECH block
Cc1cc(-n2cnnc2CCNc2ccccc2)n(C)n1	i
O=C1CC(NC(=O)CCc2cn3ccccc3n2)c2ccccc2N1 (stereo unspecified)	i
OC(Cc1ccccc1)Cn1cnc(-c2ccccc2)c1-c1ccco1 (stereo unspecified)	i
CCN(Cc1ccncc1)Cc1cccc(C(=O)Nc2cc(C)nn2C)c1	i
Cc1ccc2cc(-c3noc(CCC(=O)Nc4ccc(F)cc4)n3)c(=O)[nH]c2c1	i
CC(=O)Nc1ccc(S(=O)(=O)N2CCN(c3nc(C)cc(N4CCCCC4)n3)CC2)cc1	+
CC(C)NC(=O)C1CCC(Cn2c(=O)c3sccc3n(CC(=O)N3CCCCC3C)c2=O)CC1 (stereo unspecified)	i

Later entries:
mol	FECH block
COc1ccccc1-c1ncc(CN2CCC3(CCNCC3)CC2)cn1	i
Cn1ccnc1CN1C[C@@H]2C[C@H](C1)[C@@H]1CCCC(=O)N1C2	i
O=c1oc2ccccc2n1CCN1CCCC(Cn2ccnc2)C1 (stereo unspecified)	i
Cn1c(=O)n(Cc2ccc(Cl)cc2)c(=O)c2cnc(-c3ccncc3)nc21	i
CCc1nnsc1C(=O)N1CC[C@@H](c2ccc3ccccc3c2)[C@H](O)C1	i
C=C(C)COc1ccccc1C(=O)NCCc1nc(C)c(C)s1	i
CN1CCNC(=O)C12CCN(C(=O)C1=CC(=O)CC(C)(C)O1)CC2	i
O=C(c1cc2ccccc2oc1=O)N1CCN(S(=O)(=O)c2cc3c4c(c2)CCN4C(=O)CC3)CC1	i
CC1c2cccn2CCN1Cc1ccc(Sc2nncn2C)o1 (stereo unspecified)	i
CCc1c(C)nc2ncnn2c1Sc1ccc(NC(=O)c2ccccc2C)cc1	+

Marked active in FECH block, among the entries above:
mol	FECH block
CC(=O)Nc1ccc(S(=O)(=O)N2CCN(c3nc(C)cc(N4CCCCC4)n3)CC2)cc1	+
CCc1c(C)nc2ncnn2c1Sc1ccc(NC(=O)c2ccccc2C)cc1	+

Following part:
mol	FECH block
COc1cccc(SCC(=O)N2CCNCC2C(=O)NC2CC2)c1 (stereo unspecified)	i
O=C(C1CCN(Cc2ccc(-c3ccn[nH]3)o2)CC1)N1CCCC1	i
Cc1ncc(CO)c2c1Oc1nc(-c3ccc(F)cc3)nc(SCc3ccc(F)cc3Cl)c1C2	i
CC(=O)c1ccc(C(=O)Nc2sc3c(c2-c2nc4ccccc4s2)CCN(C)C3)cc1	i
NC(=O)c1csc(N2CCCC(c3[nH]ncc3-c3ccc(F)cc3)C2)n1 (stereo unspecified)	i
CCN1CCN(c2nc(Nc3ccc(SC(F)F)cc3)c3cnn(-c4ccccc4)c3n2)CC1	i
NS(=O)(=O)c1ccc(CCNC(=O)C2Cc3ccccc3N2C(=O)c2ccccc2)cc1 (stereo unspecified)	i
Cc1cc(C)n(CCn2cc(CCc3ccccc3)nn2)c(=O)n1	i
COCc1c(C(=O)NC2CCC(n3cnnc3)CC2)noc1C (stereo unspecified)	i
O=C(O)c1cc(NS(=O)(=O)c2ccc(Br)cc2)cnc1N1CCCCCC1	i
Cc1ccc(-c2noc(CSCC(=O)N3CCc4ccccc43)n2)cc1	i
Cc1ccc(-c2nc(C(N)=O)c3c(n2)n(-c2ccc(C)c(C)c2)c(=O)n3C)cc1	i
Cc1ncc(CO)c(CN(C)CC2COc3ccccc3O2)c1O (stereo unspecified)	i
COc1ccc(-c2cc(=O)[nH]c(SCc3nc(-c4ccc(C)cc4)oc3C)n2)cc1	i
COc1ccccc1CCCNC1CCc2ccccc2C1 (stereo unspecified)	i
O=C(Nc1nccc2ccccc12)c1cccc(CN2CCOCC2CO)c1 (stereo unspecified)	i
O=C(NCC1CCN(Cc2ccc(F)cc2)CC1)C1CCCN(c2ncnc3c2nc2n3CCCCC2)C1 (stereo unspecified)	i
CCc1nnc(-c2cn(CC(=O)Nc3ccc(S(N)(=O)=O)cc3)c3ccccc23)o1	i
CN(Cc1ccccc1)S(=O)(=O)c1ccc2c(c1)CCN2C(=O)CCC(=O)N1CCCCCC1	i
Cc1cc(N2CCCC2)nc(N2CCN(S(=O)(=O)c3cc(C)c(C)cc3C)CC2)n1	i
O=C(CCn1cnc2onc(-c3cc(F)cc(F)c3)c2c1=O)NCc1cccc(F)c1	i
Cc1c(Cl)cccc1NCc1cc(=O)n2[nH]c(NCc3ccc(F)cc3)nc2n1	i
